From PubChem
RGS4 inh = inhibitors of human regulator of G protein signaling 4; Transcreener GDP fluorescence polarization, RGS4-accelerated GTP hydrolysis; Potency, µM (titrated, usually from 114 µM), for the others: top-dose activity change, negative = inhibition, most hits filed as inhibitors; 390,000 tested, 0.039% active; AID 504845; also: potency is read from the fitted curve at half-maximal effect; % is scaled to controls: 0 for no effect and ±100 for the full control effect; nearly all actives have a fitted effect of over 75% in size; some results filed as inactive show a strong effect at the top dose
Target sequence (P49798 whole entry, looked up): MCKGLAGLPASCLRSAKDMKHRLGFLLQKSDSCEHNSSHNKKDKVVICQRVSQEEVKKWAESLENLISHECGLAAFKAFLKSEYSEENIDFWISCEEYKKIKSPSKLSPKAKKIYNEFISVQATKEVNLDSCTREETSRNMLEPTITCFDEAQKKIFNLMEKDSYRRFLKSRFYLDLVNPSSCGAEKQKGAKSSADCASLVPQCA
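MLSMR compounds (23 nl, pin-transferred) preincubated 10 min at room temperature with a 500nM (2x) first reagent, then RGS4 at 900nM (2x) plus Transcreener GDP mix added; fluorescence polarization (620/688 nm) read before and after 90 min at 30 °C.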
D2 antagonist = antagonizes the human D2 dopamine receptor. P14416. HEK293 TREx D2 cells, calcium flux, dopamine EC80. inhibition, % at 10 µM. 340,000 tested, 2% active. AID 485344; in the data active = inhibition above about 30%; also: 0% is about no effect
Target sequence (P14416 whole entry, looked up): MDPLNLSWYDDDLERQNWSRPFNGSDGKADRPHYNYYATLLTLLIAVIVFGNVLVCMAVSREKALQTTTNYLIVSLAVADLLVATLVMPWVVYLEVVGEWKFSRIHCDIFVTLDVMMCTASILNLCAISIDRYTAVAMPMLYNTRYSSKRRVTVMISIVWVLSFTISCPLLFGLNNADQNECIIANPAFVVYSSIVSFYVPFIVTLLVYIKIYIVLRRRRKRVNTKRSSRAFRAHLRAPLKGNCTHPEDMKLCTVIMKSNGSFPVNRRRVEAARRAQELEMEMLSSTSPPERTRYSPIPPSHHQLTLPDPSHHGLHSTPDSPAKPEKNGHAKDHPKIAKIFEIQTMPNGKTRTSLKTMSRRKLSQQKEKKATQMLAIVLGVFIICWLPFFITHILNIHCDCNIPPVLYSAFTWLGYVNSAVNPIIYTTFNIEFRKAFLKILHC
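In this primary screen, negative modulation is detected by tracking calcium flux after an EC80 dopamine challenge in inducible HEK293 T-REx D2 cells preexposed to test compound for 180 s.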
D2 agonist = D2 dopamine receptor (human) agonism | P14416 | HEK293 T-REx D2 cells, calcium flux agonist mode | activation, % at 2 µM | 340,000 tested, 0.53% active | AID 485358;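 active = activation over 3 SD above normal in the single-dose calcium agonist read, cut at about 30% in these data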; also: 0% is about no effect
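HEK293 Trex D2 cells, tetracycline-induced, o/n 30 C 5% CO2; no-wash Ca dye, RT 30–90 min; 10-cycle baseline, 23 nl cpd added, kinetic Ca read 180 s; agonist hits = positive Ca response.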
Glioma ERSR ind = inducers of ER stress response in human glioma cells. AID 602332. Potency, µM, for inactives: at the top dose activation, hits mostly activators. U87-MG GRP78 promoter luciferase reporter, 16 h. 420,000 tested, 0.02% active; also: potency is read from the fitted curve at half-maximal effect; series mostly up to about 76 µM; % of control where 0% means no effect; nearly all actives have a fitted effect of over 35% in size
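ERSR induction read as luciferase luminescence (Bright-Glo, 10 min at room temperature) in stably transfected human U87-MG glioma cells exposed to compounds for 16 h, using GRP78 as sensor.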
Vif-A3F inh = blocks the Vif interaction with APOBEC3F; HeLa A3F-eYFP + Vif (tagged APOBEC3F with the HIV-1 protein that degrades it), YFP fluorescence increase; AID 602313; Potency, µM (top dose mostly 46.1 µM), inactives show top-dose activity, negative = active; 390,000 tested, 0.2% active; also: potency is read from the fitted curve at half-maximal effect; % of control where 0% means no effect; nearly all actives have a fitted effect of over 65% in size
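HeLa cells stably expressing A3F-eYFP plus Vif, plated and incubated overnight at 37 deg C, then exposed to compounds overnight at 37 deg C. Blocked degradation read as raised yellow fluorescence (Ex 488/Em 500-530).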
Vif-APOBEC3G blk = Vif-A3G binding inhibition; Q9HC16; HeLa A3G-eYFP + Vif (tagged APOBEC3G with the HIV-1 protein that degrades it), YFP fluorescence, overnight; Potency, µM (doses to about 46.1 µM), without a hit: at the highest dose activity, negative = active, actives largely listed as inhibitors; 410,000 tested, 0.076% active;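 also: potency is read from the fitted curve at half-maximal effect; % is scaled to controls: 0 for no effect and ±100 for the full control effect; nearly all actives have a fitted effect of over 60% in size; hits raise eYFP signal because A3G escapes Vif-driven loss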
Target sequence (Q9HC16 whole entry, looked up): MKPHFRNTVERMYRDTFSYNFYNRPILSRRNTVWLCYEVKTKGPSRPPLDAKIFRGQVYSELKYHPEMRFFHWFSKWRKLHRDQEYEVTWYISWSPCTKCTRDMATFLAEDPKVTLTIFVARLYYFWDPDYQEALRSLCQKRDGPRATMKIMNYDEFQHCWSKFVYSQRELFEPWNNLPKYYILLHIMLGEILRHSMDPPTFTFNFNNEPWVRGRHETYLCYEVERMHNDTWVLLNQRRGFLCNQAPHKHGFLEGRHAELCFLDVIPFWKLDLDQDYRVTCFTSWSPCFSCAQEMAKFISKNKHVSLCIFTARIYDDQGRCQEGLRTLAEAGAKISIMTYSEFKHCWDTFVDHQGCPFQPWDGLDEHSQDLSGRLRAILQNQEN
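Read-out is eYFP fluorescence (Ex 488/Em 500-530) from Vif-expressing HeLa A3G-eYFP cells; more signal means A3G escaped Vif-mediated degradation. Cells plated overnight, compound pinned in, incubated overnight at 37 deg C.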
ERG-DNA inh = ERG Ets/DNA interaction inhibition; Potency, µM (titrated, usually from 76.9 µM), for inactives: at the highest dose FP activity, negative = inhibition, usual class: inhibitors; P11308; fluorescence polarization, His-ERG Ets domain / labelled DNA; 370,000 tested, 0.028% active; active = well fitted inhibition curve with a large enough effect in the polarisation, with a control signal flat; inconclusive = small, poorly fitted or top-dose-only effect, or effect the other way, or a change in a side signal; inactive = no such curve, though single readings can be large or run the other way; the % refers to the polarisation;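 also: polarization taken with two DNA probes labelled with fluorescein and Texas red; potency is read from the fitted curve at half-maximal effect; % of control where 0% means no effect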
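His-tagged ERG Ets domain (1 uM in the protein solution; 300mM KCl, 50mM Tris-HCl, 1mM EDTA, 1mM DTT, pH 7.5) received compound, then a probe mix of 5 nM fluorescein-DNA and 100nM Texas-615-DNA. Fluorescence polarization was read for both dyes.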
12-LOX inh = ALOX12 (human) lipoxygenase inhibition. P18054. purified 12hLO, xylenol orange hydroperoxide absorbance. Potency, µM (series often up to 108 µM), without a hit: at the top dose activity change, negative = inhibition, hits mostly inhibitors. 580,000 tested, 1.1% active; also: potency is read from the fitted curve at half-maximal effect; % is scaled to controls: 0 for no effect and ±100 for the full control effect
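Purified human 12hLO (150 nM final) in 25 mM Hepes, 0.01% Triton X-100, pH 7.0 was preincubated 15 min at room temperature with compound. Then 40 uM arachidonic acid was added, 30 min. Hydroperoxide was read by Fe-XO absorbance ratio 573/405 nm.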
LDHA block = LDHA (human) enzyme inhibition | P00338 | purified LDHA, NADH/diaphorase-resazurin fluorescence; stronger effect = lower value | activity change, % (values are at about 110 or 230 µM) | 480,000 tested, 0.15% active | AID 1347041; in the data active = activity change below about -30%; inconclusive = mostly about -25% to -30%;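 also: plate controls were DMSO wells for no effect and wells without enzyme for full effect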
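Resorufin fluorescence (ex540/em590), read at 0 and 20 min after diaphorase/resazurin addition, reports the NADH left after a 5 min room-temperature reaction of 2 nM human LDH5 with 0.06 mM NADH and 0.2 mM pyruvate.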
The depositor's hits bear a star; ? = inconclusive; / = no result given; [ ] = dose if it differs, or a comment. Unless noted, calls follow the shape of the dose curve; as a rule, active = well fitted curve in the direction sought with a large enough effect; inconclusive = small, poorly fitted or top-dose-only effect, or another doubt; inactive = no such curve, though single readings can be large; an effect the other way counts as inactive or inconclusive. A portion of the library; rates above refer to the full screens.

#1 COc1ccccc1Oc1ccc(S(=O)(=O)N2CCCC2)cc1
#2 CN(C(=O)C1CCC(=O)N(C2CC2)C1)C1CCCCC1 (configuration not stated)
#3 Cn1c(Cc2c[nH]c3ccccc23)n[nH]c1=S
#4 COc1cccc(/C=C(\C#N)c2nc3ccc(C)cc3[nH]2)c1OCC(=O)O
#5 O=C(CN1C(=O)C2C3C=CC(C3)C2C1=O)Nc1nc(-c2ccccn2)cs1 (configuration not stated)
#6 CC(NC(=O)c1ccccc1)C(=O)OCC(=O)N1c2ccccc2Sc2ccccc21 (configuration not stated)
#7 Cc1cc(NC(=O)CSc2nnc(COc3ccccc3)n2Cc2ccco2)no1
#8 COc1ccc(OC)c(NC(=O)c2c(NCc3ccc(OC)c(OC)c3)sc3c2CCC(C)C3)c1 (configuration not stated)
#9 COc1ccc(C(C)(C)C)cc1NC(=O)COC(=O)C(C)C
#10 CCC(O)(CCN1CCCCC1)c1ccccc1 (configuration not stated)

assay / entry	1	2	3	4	5	6	7	8	9	10
RGS4 inh	-31%	-35%	-33%	21%	-13%	11%	1%	-12%	6%	-11%
D2 antagonist	-11	2	22	/	-2	5	-3	/	-7	-4
D2 agonist	-0.2	-0.6	0.0	/	0.4	-0.6	0.6	1.0	2.6	-0.1
Glioma ERSR ind	2%	8%	-6%	-1%	0%	0%	-4%	-3%	-5%	-3%
Vif-A3F inh	-13%	3%	3%	3%	12%	6%	-2%	-11%	5%	2%
Vif-APOBEC3G blk	1%	1%	-6%	-1%	0%	-6%	0%	1%	6%	2%
ERG-DNA inh	4%	13%	-5%	-4%	1%	-11%	-12%	7%	-4%	2%
12-LOX inh	-10%	10%	?	-13%	84%[activator]	-2%	-19%	?	1%	0%
LDHA block	0	-1	1	-5	2	-2	-6	5	-5	-9

#11 O=C(/C=C/c1ccc(Cl)cc1)NC1CC2CCC1C2 (configuration not stated)
#12 CCOC(=O)c1cc(-c2ccccc2)sc1NC(=O)C(C)OC(=O)c1cccnc1Cl (configuration not stated)
#13 Cc1cc(SCC(=O)OCC(=O)N2CCN(C(=O)c3ccco3)CC2)c(C)cc1Br
#14 CCCCNC(=O)CCCn1c(=O)[nH]c2ccc(Br)cc2c1=O
#15 C#CCN(C[C@H]1[C@H](OC(=O)Nc2c(C)noc2C)[C@H](OC(=O)Nc2c(C)noc2C)C[C@H]2C(=O)N(c3ccccc3)C(=O)[C@@H]12)S(=O)(=O)c1ccc(C)cc1
#16 N/C(COc1ccccc1)=N\NS(=O)(=O)c1ccccc1
#17 CC(C)(C)c1ccc(Oc2ccc(NC(=O)CCCC(=O)O)cn2)cc1
#18 O=C(COc1ccc(Cl)cc1Cl)NCC1(N2CCOCC2)CCCCC1
#19 CC(=O)Nc1ccc(S(=O)(=O)NCc2ccc(C(=O)NC(C)c3ccccc3)cc2)cc1 (configuration not stated)
#20 CCOC(=O)N1CCC(NC(=O)C2=CCN(S(=O)(=O)c3ccc(OC)cc3)CC2)CC1

assay / entry	11	12	13	14	15	16	17	18	19	20
RGS4 inh	-43%	-18%	29%	25%	/	-3%	-3%	-19%	-11%	-24%[56.9 µM]
D2 antagonist	5	1	4	-2	/	-3	6	/	-6	-1
D2 agonist	-0.8	0.8	1.2	-0.6	/	0.7	-0.9	/	0.4	4.0
Glioma ERSR ind	2%	-3%	-2%	-5%	0%	-4%	-1%	-2%	-7%	2%
Vif-A3F inh	-1%	?	6%	-3%	-10%	-1%	9%	-2%	-11%	6%
Vif-APOBEC3G blk	-3%	-4%	-3%	1%	0%	3%	1%	1%	-1%	-2%
ERG-DNA inh	6%	10%	/	0%	/	0%	-15%	2%	/	4%
12-LOX inh	-1%	14%	?	0%	-17%	-15%	0%	-7%	1%	-3%
LDHA block	-3	-3	-10	-3	3	-8	-6	0	-5	-1

From compound 11 as far as 15, copied from above:
#11 O=C(/C=C/c1ccc(Cl)cc1)NC1CC2CCC1C2 (configuration not stated)
#12 CCOC(=O)c1cc(-c2ccccc2)sc1NC(=O)C(C)OC(=O)c1cccnc1Cl (configuration not stated)
#13 Cc1cc(SCC(=O)OCC(=O)N2CCN(C(=O)c3ccco3)CC2)c(C)cc1Br
#14 CCCCNC(=O)CCCn1c(=O)[nH]c2ccc(Br)cc2c1=O
#15 C#CCN(C[C@H]1[C@H](OC(=O)Nc2c(C)noc2C)[C@H](OC(=O)Nc2c(C)noc2C)C[C@H]2C(=O)N(c3ccccc3)C(=O)[C@@H]12)S(=O)(=O)c1ccc(C)cc1

assay / entry	11	12	13	14	15
RGS4 inh	-43%	-18%	29%	25%	/
D2 antagonist	5	1	4	-2	/
D2 agonist	-0.8	0.8	1.2	-0.6	/
Glioma ERSR ind	2%	-3%	-2%	-5%	0%
Vif-A3F inh	-1%	?	6%	-3%	-10%
Vif-APOBEC3G blk	-3%	-4%	-3%	1%	0%
ERG-DNA inh	6%	10%	/	0%	/
12-LOX inh	-1%	14%	?	0%	-17%
LDHA block	-3	-3	-10	-3	3

(more compounds)
#21 COC(=O)c1c(NC(=O)COC(=O)c2ccc(C)s2)sc2c1CCCCC2
#22 CCN(CC#CCC(O)(c1ccccc1)C1CCCC1)C(C)C (configuration not stated)
#23 C[C@H]1CN([C@@H](C)CO)C(=O)CCCn2nncc2CO[C@@H]1CN(C)C(=O)Nc1ccc2c(c1)OCO2
#24 CCCCCc1cc(=O)c2ccccc2o1
#25 CCOc1ccc(CCNC(=O)Nc2cccc(OC)c2)cc1OCC
#26 CCOC(=O)C(N)CSC1CC(=O)N(c2ccc(OC)cc2)C1=O (configuration not stated)
#27 CCOC(=O)c1c(-c2ccc(C)cc2)csc1NC(=O)CCN1CCOCC1
#28 COc1cccc(NC(=O)c2cc(-c3cccnc3)nc3c(Cl)cccc23)c1
#29 O=C(Nc1ccncc1)Nc1cccc(F)c1
#30 CC(=O)Nc1ccc(S(=O)(=O)N2CCC(C(N)=O)(N3CCCCC3)CC2)cc1

assay / entry	21	22	23	24	25	26	27	28	29	30
RGS4 inh	-5%	-10%	/	-8%	-28%	5%	21%	-7%	4%	-8%
D2 antagonist	-11	-9	/	/	9	1	-3	-12	-6	-18
D2 agonist	0.7	0.6	/	/	-0.7	1.3	0.3	0.5	0.9	-0.6
Glioma ERSR ind	-1%	-4%	-2%	-1%	-4%	-3%	-7%	-6%	-9%	-4%
Vif-A3F inh	0%	1%	1%	-2%	3%	2%	-8%	0%	-5%	8%
Vif-APOBEC3G blk	-1%	-1%	-7%	0%	-1%	-1%	-6%	0%	0%	0%
ERG-DNA inh	5%	-2%	/	-4%	-1%	3%	5%	-13%	0%	-1%
12-LOX inh	-4%	0%	-2%	13%	/	1%	?	-29%	32%[activator]	-40%
LDHA block	-4	-3	9	0	0	-4	-13	-7	-8	-3

#31 COc1cc(OC)cc(-c2nc(N)n[nH]2)c1
#32 COc1cccc(-n2nc(-c3ccnn3-c3ccc(C)cc3)c(=O)n(C)c2=O)c1
#33 Cc1cc(C)cc(NS(=O)(=O)c2ccc3[nH]cc(C(=O)N4CCc5ccccc54)c(=O)c3c2)c1
#34 c1csc(-c2nnc(-c3ccc(N4CCOCC4)cc3)o2)c1
#35 CN=c1sc2ccccc2n1CC(O)COCc1ccco1 (configuration not stated)
#36 CC1=C(C(=O)OCC(C)C)[C@]23C(=O)c4ccccc4[C@@]2(O1)OC(N)=C3C#N
#37 c1ccc(Cc2ccc(OCCn3ccnc3)cc2)cc1
#38 COc1ccccc1OCC(=O)NCC1CCCN(C(=O)c2cccc(C)c2)C1 (configuration not stated)
#39 Cc1cccc(N2C(S)=C(C#N)C(=O)NC2c2cccs2)c1 (configuration not stated)
#40 CCOC(=O)c1ccc(NC(=S)P(=O)(c2ccccc2)c2ccccc2)cc1

assay / entry	31	32	33	34	35	36	37	38	39	40
RGS4 inh	8%	34%	1%	7%	-9%	5%	-6%	/	-56%	/
D2 antagonist	-3	-5	-4	5	3	10	18	/	-4	/
D2 agonist	-0.3	0.3	3.9	0.1	-0.2	-0.4	0.0	/	-0.9	/
Glioma ERSR ind	2%	-6%	-2%	-9%	3%	-1%	2%	-6%	-3%	0%
Vif-A3F inh	-11%	-3%	0%	-1%	1%	0%	-2%	0%	?	0%
Vif-APOBEC3G blk	1%	-4%	-25%	-3%	-7%	-5%	-2%	-7%	0%	-7%
ERG-DNA inh	-5%	10%	-3%	11%	15%	2%	1%	/	-2%	/
12-LOX inh	0%	0%	-14%	0%	30%	-10%	?	-25%	?	-13%
LDHA block	-2	-9	2	-7	-9	12	1	-3	-5	-2

#41 CC(c1ccco1)N(C(=O)c1ccc(Cl)s1)c1ccccn1 (configuration not stated)
#42 C=CCn1c(SCC(=O)N(CC)C2CCS(=O)(=O)C2)nnc1-c1ccccc1 (configuration not stated)
#43 O=c1oc2ccccc2c(NC2CCCCC2)c1NS(=O)(=O)c1ccc(F)c(Cl)c1
#44 C=CCn1c(=N)n(CC(O)c2ccco2)c2ccccc21 (configuration not stated)
#45 CCOCCc1nn2c(=O)cc(COC(=O)C(CC)c3ccccc3)nc2s1 (configuration not stated)

assay / entry	41	42	43	44	45
RGS4 inh	2%	19%	21%[11.4 µM]	7%	-6%
D2 antagonist	-33	-1	-1	-3	/
D2 agonist	34*	-0.1	-1.4	-0.2	2.0
Glioma ERSR ind	-4%	-4%	-9%	-3%	-4%
Vif-A3F inh	-2%	2%	-4%	-5%	0%
Vif-APOBEC3G blk	0%	-6%	2%	-6%	1%
ERG-DNA inh	/	1%	1%	-2%	-1%
12-LOX inh	4%	12%	-5%	0%	6%
LDHA block	-4	-6	-9	0	-6
